High-throughput results: PubChem BioAssay, several laboratories
GPR55 LPI antagonism: GPR55 antagonists blocking LPI-driven arrestin recruitment, primary screen, imaging, U2OS, beta-arrestin-GFP, LPI agonist (AID 2013) | 290,000 compounds, 0.13% hits | G-protein coupled receptor 55 (Homo sapiens) | U2OS GPR55 beta-arrestin-GFP translocation imaging, LPI antagonism; higher % means a stronger effect | one-dose inhibition, % at 10 µM; IC50 in µM for titrated hits;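 active = spots per cell inhibited over 60%, with over 100 cells counted and total cytoplasm intensity under 500,000; inconclusive = wells with under 100 cells, flagged as likely toxic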;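 note: U2OS cells stably carrying GPR55 and arrestin-GFP stimulated by 5 µM LPI near EC80; imaged beta-arrestin-GFP aggregate spots per cell after agonist stimulation; plate controls were LPI-stimulated DMSO wells for no effect and DMSO wells without LPI for full effect; some results filed as inactive read as strong as hits; confirmed hits need IC50 under 10 µM and bright autofluorescent wells are also inconclusive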
GPR35 antagonists: GPR35 antagonists blocking zaprinast-driven arrestin recruitment, primary screen, imaging, U2OS, beta-arrestin-GFP, zaprinast agonist (AID 2058) | G-protein coupled receptor 35 (Homo sapiens) | U2OS GPR35 beta-arrestin-GFP translocation imaging, zaprinast antagonism; higher % means a stronger effect | inhibition, % at 10 µM; hits with a dose series show IC50 in µM | 290,000 compounds, 0.052% hits;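 active = inhibition of at least 50% with at least 30 cells and total cytoplasm GFP at most 10,000,000; inconclusive = under 30 cells or total GFP of 10,000,000 plus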
Yfh1-off respiration: enhancers of respiration in Yfh1-depleted yeast, dose response, Friedreich's ataxia, plus single-dose screen (AID 1465). S. cerevisiae Yfh1-off respiration, WST-1 reduction, 72 h; higher fold induction means a stronger effect. one-dose fold induction at 50 µM; EC50 in µM for titrated hits. 220,000 compounds, 0.074% hits;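 active = fold induction of absorbance versus untreated yeast above a set limit, then at least 30% activation at any dose in follow-up; inconclusive = repeats straddling the limit, or above it without dose testing; inactive = fold induction below the set limit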;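 note: activators that raise dye reduction in frataxin-depleted yeast; strong numbers were not always called active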
MgcRacGAP inhibition: MgcRacGAP GTPase-activating activity inhibitors, confirmation, biochemical, ADP Hunter fluorescence. 340,000 compounds, 0.6% hits. inhibition, % at 30 µM, or IC50 in µM where a hit was titrated. AID 624330, 2012. MgcRacGAP-stimulated Rac1 GTP hydrolysis, ADP Hunter fluorescence; higher % means a stronger effect; GST-tagged Rac1 F28L mutant substrate. Rac GTPase-activating protein 1 (Homo sapiens);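 active = first-screen hits whose inhibition reached a set limit at any dose in the follow-up dose series; inconclusive = inhibition above the set first-screen limit but never retested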;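 note: fluorescence reports GDP produced by GAP-driven GTP hydrolysis; strong numbers were not always called active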
GPR55 beta-arrestin: GPR55 agonists via beta-arrestin recruitment, primary screen, imaging, U2OS cells, beta-arrestin-GFP redistribution (AID 1961); G-protein coupled receptor 55 (Homo sapiens); U2OS GPR55 beta-arrestin-GFP redistribution imaging; higher % means a stronger effect; activation, % at 10 µM; hits with a dose series show EC50 in µM; 290,000 compounds, 0.048% hits;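 active = activation above 40% with more than 50 cells counted in the well; inconclusive = wells holding fewer than 50 cells, flagged as toxic or sparse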;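 note: U2OS osteosarcoma cells stably expressing GPR55 and beta-arrestin-GFP; plate controls were DMSO negative control for no effect and LPI positive control for full effect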
NTR1 agonist: agonists of NTR1, primary screen, imaging, U2OS cells, beta-arrestin-GFP, high content (AID 493036). Neurotensin receptor type 1 (Homo sapiens), P30989. NTR1-U2OS beta-arrestin-GFP spot imaging, agonist mode. 330,000 compounds, 0.17% hits. activation, % at 20 µM;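 active = activation at or above 40% of the spot to cytoplasm intensity ratio, with at least 20 cells analyzed; inconclusive = wells under 20 cells, flagged as cytotoxic or low count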;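 note: 0% = DMSO without peptide and 100% = 100 nM NTR1 peptide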
Target sequence (P30989 whole entry, looked up): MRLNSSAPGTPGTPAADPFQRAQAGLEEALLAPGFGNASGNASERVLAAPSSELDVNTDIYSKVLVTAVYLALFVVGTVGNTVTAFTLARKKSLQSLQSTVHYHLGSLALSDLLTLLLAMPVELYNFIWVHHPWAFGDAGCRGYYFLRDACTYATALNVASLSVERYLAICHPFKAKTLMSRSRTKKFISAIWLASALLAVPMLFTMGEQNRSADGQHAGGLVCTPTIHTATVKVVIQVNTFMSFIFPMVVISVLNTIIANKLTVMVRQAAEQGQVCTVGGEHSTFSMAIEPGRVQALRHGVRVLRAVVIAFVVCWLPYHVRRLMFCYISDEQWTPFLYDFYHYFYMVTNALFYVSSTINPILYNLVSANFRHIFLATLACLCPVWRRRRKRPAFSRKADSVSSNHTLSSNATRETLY
Dengue-2 NS5 capping: Dengue-2 NS5 methyltransferase inhibitors, primary screen, biochemical, confirmation dose response (AID 588689); Genome polyprotein (Dengue virus type 2 (strain 16681-PDK53)); Dengue-2 NS5 methyltransferase capping enzyme assay, biochemical; higher % means a stronger effect; one-dose inhibition, % at 25 µM; IC50 in µM for titrated hits; 340,000 compounds, 0.3% hits; in the data active = a potency from the dose series; inconclusive = inhibition above about 29% without an active follow-up result
AID2073: inhibitors of Mint1-CaV2.2 protein interaction, biochemical, HTRF (AID 2073) | Voltage-dependent N-type calcium channel subunit alpha-1B (Homo sapiens) | HTRF protein-protein interaction, Mint1-CaV2.2; higher % means a stronger effect | inhibition, % at 20 µM; hits with a dose series show IC50 in µM | 290,000 compounds, 0.19% hits; in the data active = inhibition mostly above about 51%, no sharp cut-off; inconclusive = no clear call, values can overlap the other calls; inactive = mostly below about 53%; note: some results filed as inactive read as strong as hits
SV40 large T antigen: SV40 large T antigen inhibitors, biochemical (AID 1903); SV40 large T antigen ATPase/helicase inhibition assay; higher % means a stronger effect; inhibition, % at 20 µM; hits with a dose series show IC50 in µM; 310,000 compounds, 0.39% hits; in the data active = a potency from the dose series; inconclusive = inhibition mostly from about 32% at the one dose, without a potency; inactive = the rest, 99 in 100 with inhibition below about 32%; note: strong numbers were not always called active
NTR1 agonist cell count 20 µM: further read-out of NTR1 agonist, marked with its call; cell count; measured here: cell count, cytotoxicity flag
An asterisk follows results filed as active; i = inactive; ? = inconclusive; · = not tested or not shown.

cpd	Molecule	GPR55 LPI antagonism	GPR35 antagonists	Yfh1-off respiration	MgcRacGAP inhibition	GPR55 beta-arrestin	NTR1 agonist	NTR1 agonist cell count 20 µM	Dengue-2 NS5 capping	AID2073	SV40 large T antigen
1	COc1ccc(C2=NOC(C)(c3nnc(-c4ccc(F)cc4)o3)C2)cc1 (stereo unspecified)	3%	-2%	i	2%	-0.2%	3.7	45	0%	12%	4%
2	COc1ccc(-c2cc(=O)oc3cc(OCC(=O)N[C@@H](Cc4c[nH]c5ccccc45)C(=O)O)ccc23)cc1	3%	2%	·	0%	-0.2%	3.9	93	-3%	6%	22%
3	CCc1ccccc1N1C(=O)C2CC=CCC2C1=O (stereo unspecified)	0%	-5%	i	2%	-0.2%	-0.4	32	-3%	-2%	1%
4	CCn1cc(CNC(=O)c2cccc([N+](=O)[O-])c2)cn1	10%	4%	i	3%	-0.3%	-0.4	51	-1%	4%	0%
5	CN(C)S(=O)(=O)c1cccc(NC(=O)C(c2ccccc2)c2ccccc2)c1	-8%	4%	·	8%	0.3%	2.8	64	-10%	0%	6%
6	Cc1ccc(S(=O)(=O)Nc2ccccc2-c2ccccc2NS(=O)(=O)c2ccc(C)cc2)cc1	6%	-1%	i	2%	-0.1%	24	67	55µM*	19%	14%
7	O=C1C2C3c4ccccc4C(c4ccccc43)[C@@H]2C(=O)N1c1ccccn1 (stereo partly specified)	7%	13%	i	3%	?	1.6	50	0%	-6%	1%
8	CCC(CC)C(=O)Nc1nnc(SCC(=O)N2CCN(c3ccccc3OC)CC2)s1	3%	4%	i	5%	0.8%	3.0	75	-1%	-2%	15%
9	C/C(=N\NC(=O)CC1N=C(Cc2ccccc2)NNC1=O)c1ccc(C)cc1 (stereo unspecified)	-7%	10%	i	-2%	-0.1%	-1.4	73	7%	0%	5%
10	Cc1ccc(CCNCc2c(C(=O)O)c(C)n(-c3ccccc3)c2C)cc1	-6%	1%	·	9%	-0.1%	-1.5	78	-3%	5%	·
11	CCN1CCN(S(=O)(=O)c2ccc(OC)c(NC(=O)c3ccccc3)c2)CC1	-9%	15%	·	-4%	-0.2%	0.1	46	-1%	2%	11%
12	N/C(=N\c1nc2c(c(=O)[nH]1)CCCC2)Nc1ccccc1Sc1ccccc1	1%	7%	i	3%	0.2%	6.7	82	-6%	6%	1%
13	Cc1cccc(C(=O)N[C@H](C(=O)Nc2ncc(C)s2)C(C)C)c1	-4%	-3%	i	1%	-0.2%	2.9	47	-4%	10%	9%
14	O=C(c1cnn2c(C(F)(F)F)cc(-c3ccccc3)nc12)N1CCCCC1c1cccnc1 (stereo unspecified)	0%	?	i	3%	-0.1%	4.8	43	-1%	17%	25%
15	CC(=O)Nc1ccc(S(=O)(=O)Nc2ccc3ccccc3n2)cc1	4%	-8%	·	9%	-0.1%	0.7	49	1%	15%	7%
16	O=C(CN1C(=O)c2ccccc2S1(=O)=O)c1ccc2c(c1)OCCCO2	6%	15%	i	17%	-0.1%	0.2	45	0%	-1%	4%
17	O=c1c2ccccc2nc(SCc2cccc(F)c2)n1-c1cccc(S(=O)(=O)N2CCCC2)c1	13%	-9%	i	9%	-0.3%	0.0	51	1%	8%	6%
18	CC(OC(=O)CSc1ccc(F)cc1)C(=O)NC1(C#N)CCCCC1 (stereo unspecified)	-4%	-24%	·	8%	0.6%	0.8	59	-1%	-1%	25%
19	O=C(NC(=S)Nc1cc(S(=O)(=O)N2CCOCC2)ccc1O)c1ccco1	18%	12%	i	5%	0.1%	-0.2	54	1%	8%	5%
20	CCCCCOC(=O)Cn1c(=O)oc2ccc(C)cc21	1%	10%	i	9%	0.2%	0.2	82	-1%	-3%	3%
21	CCC(=O)Nc1ccc(NC(=O)CSc2nnnn2Cc2ccccc2)cc1C	2%	6%	·	4%	0.7%	0.5	47	4%	-5%	·
22	CCOC(=O)c1nn(-c2ccccc2)c(=O)c2c(NC(C)=O)scc12	11%	-6%	i	-6%	-0.3%	-1.3	42	-5%	4%	-2%
23	Cc1ccc(CSc2nc3c(c(N(C)C)n2)CCCC3)cc1	-22%	-32%	i	12%	-0.2%	7.5	46	-4%	21%	3%
24	CC(O)c1nc2cc([N+](=O)[O-])ccc2n1Cc1ccccc1 (stereo unspecified)	4%	1%	·	11%	0.3%	1.6	43	-1%	12%	7%
25	N#Cc1ccc(S(=O)(=O)NC2CCN(Cc3ccccc3)CC2)cc1	14%	0%	i	-4%	-0.2%	-0.8	55	-2%	3%	9%
26	CCCCC1CCC(C(=O)Nc2ccc(S(=O)(=O)Nc3nccs3)cc2)CC1 (stereo unspecified)	-5%	-4%	i	17%	0.0%	2.1	66	4%	12%	6%
27	CCC(=O)N1CC2(CC(c3cccc(NC(=O)COc4ccc(Cl)cc4)c3)=NO2)C[C@@H]1C(N)=O (stereo partly specified)	9%	-5%	i	·	-0.2%	0.5	44	·	0%	·
28	O=C(CCCCCCCC(=O)NNC(=O)Nc1ccccc1)NNC(=O)Nc1ccccc1	4%	6%	i	-1%	0.3%	-2.1	54	0%	11%	13%
29	C=CCOC(=O)C1=C(C)NC(=O)NC1c1ccc2c(c1)OCO2 (stereo unspecified)	0%	0%	·	5%	-0.1%	1.5	70	3%	5%	12%
30	COc1ccc(CCC(=O)OC(C)C(=O)c2ccc(C)cc2)cc1 (stereo unspecified)	3%	-6%	i	5%	0.4%	0.8	43	1%	-6%	7%

Part of the list above, field by field.
13. Cc1cccc(C(=O)N[C@H](C(=O)Nc2ncc(C)s2)C(C)C)c1
  GPR55 LPI antagonism = -4%; GPR35 antagonists = -3%; Yfh1-off respiration = i; MgcRacGAP inhibition = 1%; GPR55 beta-arrestin = -0.2%; NTR1 agonist = 2.9; NTR1 agonist cell count 20 µM = 47; Dengue-2 NS5 capping = -4%; AID2073 = 10%; SV40 large T antigen = 9%
14. O=C(c1cnn2c(C(F)(F)F)cc(-c3ccccc3)nc12)N1CCCCC1c1cccnc1 (stereo unspecified)
  GPR55 LPI antagonism = 0%; GPR35 antagonists = ?; Yfh1-off respiration = i; MgcRacGAP inhibition = 3%; GPR55 beta-arrestin = -0.1%; NTR1 agonist = 4.8; NTR1 agonist cell count 20 µM = 43; Dengue-2 NS5 capping = -1%; AID2073 = 17%; SV40 large T antigen = 25%
15. CC(=O)Nc1ccc(S(=O)(=O)Nc2ccc3ccccc3n2)cc1
  GPR55 LPI antagonism = 4%; GPR35 antagonists = -8%; Yfh1-off respiration = ·; MgcRacGAP inhibition = 9%; GPR55 beta-arrestin = -0.1%; NTR1 agonist = 0.7; NTR1 agonist cell count 20 µM = 49; Dengue-2 NS5 capping = 1%; AID2073 = 15%; SV40 large T antigen = 7%
16. O=C(CN1C(=O)c2ccccc2S1(=O)=O)c1ccc2c(c1)OCCCO2
  GPR55 LPI antagonism = 6%; GPR35 antagonists = 15%; Yfh1-off respiration = i; MgcRacGAP inhibition = 17%; GPR55 beta-arrestin = -0.1%; NTR1 agonist = 0.2; NTR1 agonist cell count 20 µM = 45; Dengue-2 NS5 capping = 0%; AID2073 = -1%; SV40 large T antigen = 4%

The results go on:
cpd	Molecule	GPR55 LPI antagonism	GPR35 antagonists	Yfh1-off respiration	MgcRacGAP inhibition	GPR55 beta-arrestin	NTR1 agonist	NTR1 agonist cell count 20 µM	Dengue-2 NS5 capping	AID2073	SV40 large T antigen
31	CCCC(=O)OCCNc1cc(SCc2ccco2)c2nonc2c1[N+](=O)[O-]	23%	-19%	i	7%	0.2%	7.8	62	46%	46%	33%
32	O=C(Nc1ccc(F)c(F)c1)c1ccccc1	·	·	·	2%	·	6.7	54	-2%	·	6%
33	COc1cc(-c2ccc(NC(=O)CN3CCC(C)CC3)c(OC)c2)ccc1NC(=O)CN1CCC(C)CC1	1%	10%	·	4%	-0.2%	·	·	-2%	-7%	-3%
34	C=CCn1c(SCc2cc(=O)n3ccsc3n2)nc2sc(C)c(C)c2c1=O	-5%	11%	i	·	?	9.5	48	·	1%	·
35	Cc1ccc(CNc2oc(C)nc2C#N)cc1	19%	-2%	i	7%	0.6%	0.7	92	-6%	8%	1%
36	O=C(CSc1ncccc1C(=O)O)NC12CC3CC(CC(C3)C1)C2	4%	6%	i	0%	1.4%	1.8	31	·	-5%	8%
37	NS(=O)(=O)c1ccc(S(=O)(=O)NCCc2ccccc2)cc1	-1%	-12%	i	6%	-1.0%	0.1	86	-1%	-8%	20%
38	Cc1ccc(OCCCCN2CCCC(C)C2)c([N+](=O)[O-])c1 (stereo unspecified)	-8%	-17%	i	26%	0.1%	0.3	55	-7%	-2%	7%
39	COCC(=O)Nc1nnc(CCc2ccccc2)s1	-1%	12%	i	5%	0.1%	-1.3	86	-2%	4%	4%
40	COc1ccc(/C=C/C(=O)NCCN2CCOCC2)cc1OC	7%	6%	i	-1%	0.5%	-1.5	42	2%	6%	7%
41	COc1ccc(N2C(=O)CC(N3CCN(S(=O)(=O)c4cc(C)ccc4C)CC3)C2=O)cc1 (stereo unspecified)	3%	-7%	i	5%	-0.2%	1.1	59	-4%	10%	3%
42	O=C(O)c1ccc(/C=N/Nc2ccc(F)cc2F)cc1	10%	18%	i	6%	0.1%	-1.2	67	-5%	-7%	9%

Fetched one by one from the list above (four):
cpd	Molecule	GPR55 LPI antagonism	GPR35 antagonists	Yfh1-off respiration	MgcRacGAP inhibition	GPR55 beta-arrestin	NTR1 agonist	NTR1 agonist cell count 20 µM	Dengue-2 NS5 capping	AID2073	SV40 large T antigen
40	COc1ccc(/C=C/C(=O)NCCN2CCOCC2)cc1OC	7%	6%	i	-1%	0.5%	-1.5	42	2%	6%	7%
42	O=C(O)c1ccc(/C=N/Nc2ccc(F)cc2F)cc1	10%	18%	i	6%	0.1%	-1.2	67	-5%	-7%	9%
35	Cc1ccc(CNc2oc(C)nc2C#N)cc1	19%	-2%	i	7%	0.6%	0.7	92	-6%	8%	1%
41	COc1ccc(N2C(=O)CC(N3CCN(S(=O)(=O)c4cc(C)ccc4C)CC3)C2=O)cc1 (stereo unspecified)	3%	-7%	i	5%	-0.2%	1.1	59	-4%	10%	3%
